# STEP inh – inhibitors of human striatal-enriched phosphatase STEP. recombinant STEP, OMFP fluorogenic substrate, fluorescence. inhibition, % at 20 µM. hit rate 0.25% among 360,000;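 active means inhibition at 20 µM, scaled per plate between control wells, above about 37%, limit read from the data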;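 further: 0% = DMSO with enzyme and substrate and 100% = substrate only without enzyme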
#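 Assay system: isolated STEP enzyme. Buffer or medium: pH 6.0 Bis-Tris with DTT and Tween 20. Also added: fluorogenic phosphatase substrate OMFP at 25 µM final. Dosing: 20 µM, 1% DMSO. Timing: 20 min reaction, room temperature, in the dark. Measured by: fluorescence intensity, excitation 480 nm, emission 540 nm. Evaluation: normalized % inhibition.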
# CendR NRP1 mod – NRP-1/CendR interaction modulation; O14786; FAM-RPARPAR peptide binding to NRP-1, fluorescence polarization; inhibition, % at 25 µM; hit rate 0.85% among 360,000;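 active means inhibition or corrected inhibition above about 18%, plus a signal ratio from 0.5 to 1.5, limit read from the data, passing the limit was not always enough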; further: strong numbers were not always called active
# MT1-MMP act inh – inhibitors of human MT1-MMP activation | HT1080 RFP-PRO-GFP cells, GFP/RFP ratio fluorescence, overnight; percent of plate control window, DMSO zero | GFP/RFP ratio change, % at 20 µM | hit rate 0.061% among 360,000;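 active means GFP/RFP ratio change of at least 30% with cell ATP level not reduced by more than half and red fluorescence within 50% of control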; further: strong numbers were not always called active
#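 Read-out: GFP/RFP fluorescence ratio; Test system: RFP-PRO-GFP reporter HT1080 cells; Compound dosing: single-point 20 µM compound, 1% DMSO; Times: overnight compound exposure at 37 °C.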
# Rpn11 inh – blocks the human proteasome subunit Rpn11; O00487; AID 588493; calls only at 20 µM; human 26S proteasome, Ub4-pepOG fluorescence polarization; 20S core pre-blocked with epoxomicin; hit rate 0.59% among 360,000;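 active means inhibition at 20 µM, scaled to each plate's controls, above about 33%, limit read from the data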
# SUMO1-SIM PPI – alters human SUMO1 binding to SIM partners. P63165. SUMO1 binding to a labelled peptide, TR-FRET, 1 h. inhibition, % at 20 µM. hit rate 0.33% among 360,000. AID 602429; in the data active means inhibition above about 37%
# SKN-1 block – blocks SKN-1 activity in C. elegans. inhibition, % at 21.8 µM. C. elegans VP596 Pgst-4::GFP/RFP ratio, acrylamide-induced, 24 h. AID 624304. hit rate 0.49% among 360,000;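 active means interference check ratio from 0.5 to 1.5 plus GFP to RFP signal ratio inhibition reaching or exceeding a fixed threshold, cut at about 30% in these data, passing the limit was not always enough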; further: some compounds called inactive have numbers as strong as hits
# LMPTP block – blocks human LMPTP phosphatase. P24666. inhibition, % at 20 µM. hit rate 0.22% among 360,000. recombinant LMPTP-A, OMFP fluorogenic substrate, fluorescence intensity;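 active means compounds that cut the enzyme signal by at least half of the control window in the single-dose screen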;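 further: plate controls were DMSO wells with enzyme plus substrate for no effect and substrate without enzyme for full effect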
#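 Test system – LMPTP-A enzyme · Amount – LMPTP-A at 0.625 nM final in the reaction · Buffer or medium – Bis-Tris pH 6.0, DTT, detergent · Reagent – OMFP 400 µM · Doses – single 20 µM dose · Schedule – reaction 50 min, room temperature, dark · Detection – fluorescence intensity of OMFP turnover product · Evaluation – percent inhibition versus substrate-only and uninhibited controls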
# DNMT1 block – DNMT1 (human) enzyme inhibition | hit rate 0.83% among 360,000 | AID 588458 | P26358 | inhibition (reported as % activation of signal), % at 10 µM | DNMT1 molecular beacon, Hinp1I cleavage, fluorescence; in the data active means inhibition above about 50%
# Target sequence (P26358 504-1616 limits assumed): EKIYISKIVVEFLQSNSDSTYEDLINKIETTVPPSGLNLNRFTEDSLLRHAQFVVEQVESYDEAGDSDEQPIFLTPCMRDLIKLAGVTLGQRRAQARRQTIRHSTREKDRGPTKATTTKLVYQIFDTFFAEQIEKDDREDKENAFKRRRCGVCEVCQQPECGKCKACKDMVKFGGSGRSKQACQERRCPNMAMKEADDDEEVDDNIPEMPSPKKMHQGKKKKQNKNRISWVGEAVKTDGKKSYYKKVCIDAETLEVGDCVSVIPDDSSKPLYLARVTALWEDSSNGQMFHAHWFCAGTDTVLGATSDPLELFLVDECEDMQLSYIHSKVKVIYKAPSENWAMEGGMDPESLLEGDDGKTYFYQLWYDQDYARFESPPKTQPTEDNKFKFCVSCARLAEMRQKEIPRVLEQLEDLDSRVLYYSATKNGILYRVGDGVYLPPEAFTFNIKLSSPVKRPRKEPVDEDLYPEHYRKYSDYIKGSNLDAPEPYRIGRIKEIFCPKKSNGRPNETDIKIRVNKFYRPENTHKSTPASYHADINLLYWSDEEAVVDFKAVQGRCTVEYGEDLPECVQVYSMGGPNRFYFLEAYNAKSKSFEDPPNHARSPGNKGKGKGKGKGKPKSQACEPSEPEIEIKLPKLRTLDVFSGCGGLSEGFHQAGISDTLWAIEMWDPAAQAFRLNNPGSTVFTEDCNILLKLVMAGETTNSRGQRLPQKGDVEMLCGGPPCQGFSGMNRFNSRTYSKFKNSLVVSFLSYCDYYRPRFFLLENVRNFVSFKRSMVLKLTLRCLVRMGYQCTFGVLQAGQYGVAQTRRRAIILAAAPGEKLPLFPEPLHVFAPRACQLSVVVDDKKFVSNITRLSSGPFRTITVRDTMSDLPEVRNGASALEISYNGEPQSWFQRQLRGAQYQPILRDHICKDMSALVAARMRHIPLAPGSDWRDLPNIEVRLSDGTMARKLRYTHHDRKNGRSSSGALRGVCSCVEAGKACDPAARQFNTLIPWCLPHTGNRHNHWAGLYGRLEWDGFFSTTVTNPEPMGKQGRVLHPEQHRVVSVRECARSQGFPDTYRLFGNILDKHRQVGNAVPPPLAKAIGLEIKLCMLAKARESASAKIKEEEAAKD
# NadD inh – blocks S. aureus nicotinate mononucleotide adenylyltransferase; purified NadD enzyme, colorimetric absorbance read-out; inhibition, % at 20 µM; hit rate 0.78% among 360,000; AID 602399; in the data active means inhibition above about 26%; further: some compounds past the cut are filed as inactive
# Scp-1 inhibitor – blocks human Scp-1 phosphatase activity; Recombinant Scp1, phosphopeptide, malachite green phosphate absorbance; hit rate 0.88% among 340,000; inhibition, % at 20 µM; AID 493091; Q9GZU7;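 active means inhibition above about 50% at 20 µM, limit read from the data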;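 further: plate controls were DMSO wells with enzyme for no effect and wells lacking enzyme for full effect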
#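 Test system: SCP-1 phosphatase catalytic domain, residues 76-261; measured by: colorimetric phosphate reagent with accelerator and stabiliser, absorbance at 630 nm; timing: enzyme reaction 45 min at room temperature, colour 5 min, stabilisation 30 min; also added: Phosphorylated 17-residue peptide substrate; compound dosing: one concentration, 20 µM, with 1.0% DMSO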
# Starred values were filed as active, the others as inactive; i = inactive; nt = no result given.
cpd	smiles	STEP inh	CendR NRP1 mod	MT1-MMP act inh	Rpn11 inh	SUMO1-SIM PPI	SKN-1 block	LMPTP block	DNMT1 block	NadD inh	Scp-1 inhibitor
1	CCOC(=O)c1ccc(NC(=O)NCc2cccnc2)cc1	-2	8	7	i	2	4	0.4	3	-7	-1
2	COCCNC(=O)C(=O)Nc1ccc(Br)cc1	-1	-14	1	i	-2	10	-1.1	0	7	-10
3	COc1cccc(/C=C2\Oc3cc(OCC(=O)N4Cc5ccccc5C[C@H]4C(=O)O)ccc3C2=O)c1	1	-92	1	i	4	8	2.1	0	22	1
4	COC(=O)[C@]12CCCCC=C1N(Cc1ccc3c(c1)OCO3)C(=O)[C@H](CC(=O)N1CCN(C(=O)c3ccco3)CC1)C2	nt	5	4	nt	14	-6	-0.9	nt	nt	nt
5	Cc1ccccc1CNS(=O)(=O)c1c(C(=O)N2CCCCC2)c(C)n(C)c1C	1	-3	2	i	2	11	-1.5	-1	-2	-6
6	COc1ccc(/C=C2\N=C(SC)N(C)C2=O)cc1	-1	-9	-6	i	-14	10	0.0	-2	0	-8
7	c1ccc(NCc2nc(-c3ccccc3)no2)cc1	2	9	-6	i	0	13	2.3	-2	-10	-9
8	CCCc1nc(N2CCN(C)CC2)c2sc(=S)n(-c3ccccc3)c2n1	0	-10	-10	i	-4	3	-0.4	-1	-4	-8
9	N=c1n(CCN2CCCCC2)c2ccccc2n1CC(O)COc1ccccc1 (stereo not drawn)	-3	-8	3	i	1	-15	0.9	2	-11	-7
10	O=C(NNC1CC(=O)N(c2ccccc2)C1=O)c1cccnc1 (stereo not drawn)	3	-3	0	i	1	-7	-0.9	-2	-8	-7
11	COc1ccc(C(=O)c2ccccc2Cl)cc1	-1	-5	-5	i	2	1	0.6	-2	5	-7
12	COc1ccc(C(=O)NC(=S)N2CCC(C)CC2)cc1Br	4	-8	4	i	-5	17	1.0	-3	-1	-6
13	CC(C)c1ncc(S(=O)(=O)c2ccc(C(F)(F)F)cn2)c(N)n1	-2	11	-1	i	7	-1	-1.1	0	-4	-11
14	COCCNC(=O)CN(Cc1ccccc1)C(=O)CCC(=O)Nc1nccs1	2	15	0	i	1	-9	-1.4	0	-4	-5
15	Cc1ccc(S(=O)(=O)Nc2nc(C)c(C(=O)NNS(=O)(=O)c3ccccc3)s2)cc1	-1	0	-5	i	5	-10	0.8	0	1	-7
16	O=C(Nc1ccccc1)Nc1cccc(-c2nnco2)c1	-1	-5	-1	i	1	2	0.8	-2	-6	-1
17	O=C(CCCc1ccccc1)NC1CCSC1=O (stereo not drawn)	1	-10	1	i	-1	2	-0.5	2	2	-5
18	CCOc1cc(C2/C(=C(\O)c3cc(C)ccc3C)C(=O)C(=O)N2CCN(C)C)ccc1O (stereo not drawn)	6	1	-9	i	-2	-8	-2.7	-3	2	-3
19	COc1ccc(NC(=O)CN(C)CC(=O)NCC(=O)Nc2ccc(F)cc2)cc1	0	-2	-8	i	-1	-10	-0.6	-1	2	4
20	C[C@@H]1COc2cc(N3CCN(Cc4ccccc4F)CC3)ccc2S(=O)(=O)N1	nt	-6	9	nt	1	10	0.0	nt	-4	nt
21	CC(C)NC(=S)N1CCN(S(C)(=O)=O)CC1	-3	0	5	i	1	1	-1.2	2	-4	-1
22	Cc1cnc(C(=O)OCC(=O)NC2CCCC(C)C2C)cn1 (stereo not drawn)	-3	7	-1	i	-6	0	-4.5	-2	-1	-10
23	CCC1CCCCN1C(=O)c1noc(C(C)C)c1[N+](=O)[O-] (stereo not drawn)	-3	-7	7	i	-5	3	-1.9	-4	-3	-3
24	O=c1[nH]c(NCCO)nc2c1C1(CCCC1)Cc1ccccc1-2	-1	-14	0	i	0	-8	-1.1	-5	-4	-1
25	NS(=O)(=O)c1ccc(NC(=O)COC(=O)Cc2ccc(Cl)cc2)cc1	-3	-2	-2	i	24	-15	0.4	2	0	11
26	CCc1cccc(CC)c1NC(=O)CSc1nnc(C2CC2)n1C	-1	-3	-2	i	0	11	-0.4	-2	-4	-4
27	C=CCN(C(=O)c1cccc(C(F)(F)F)c1)C1(C(=O)Nc2ccccc2)CCN(C(C)C)CC1	-1	1	-8	i	5	2	-0.2	-2	-3	-1
28	COC(=O)C1=C(C)C(c2ccc(OC)cc2OC)NC(=O)N1 (stereo not drawn)	-6	5	2	i	2	-7	-0.5	0	4	1
29	COc1ccc(CN(C(=O)CN2C(=O)NC3(CCC(C)CC3)C2=O)C(C)Cc2cccs2)cc1 (stereo not drawn)	2	1	-2	i	1	-9	0.3	-2	0	-1
30	COC(=O)c1sc(-c2ccc(C(C)(C)C)cc2)cc1NC(=O)c1ccccc1C(=O)O	6	-64	2	i	-2	-12	3.5	9	17	-4
31	CCOC(=O)CSc1ncccn1	-4	14	0	i	0	4	-2.6	3	1	-3
32	Cc1cc(=O)oc2cc(OC(C)C(=O)N3CCOCC3)ccc12 (stereo not drawn)	-5	-9	-4	i	3	12	-1.9	-1	6	-5
33	COc1ccccc1OCC(=O)Nc1ccc(C(N)=O)cc1	-2	-6	-2	i	2	7	-1.4	21	-3	-4
34	N#CCCN1CCN(S(=O)(=O)c2ccc(C#N)cc2)CC1	-4	11	-2	i	-1	7	-0.4	6	1	-6
35	COc1cccc(NC(=O)C/C(C)=N/NC(=O)c2ccccc2Cl)c1	0	-5	1	i	-2	-4	-1.1	2	-4	-3
36	COC(=O)[C@]1(CC(C)C)N[C@H](c2ccc(SC3CCCCC3)c(OC)c2)[C@@H]2C(=O)N(C)C(=O)[C@@H]21	3	-1	1	i	1	4	1.3	-3	-4	-3
37	CC(=O)N1CCC(N(CCN2CCOCC2)C(=S)Nc2ccc(C)cc2C)CC1	6	6	8	i	5	-6	0.7	4	1	-2
38	COc1cc(OC)cc(C(=O)Nc2ccccc2C(=O)N2CCCC2)c1	0	0	-3	i	0	18	-0.7	2	-1	-7
39	COCCCNC(=S)NC(=O)c1ccccc1	-4	3	1	i	1	1	-0.1	0	-2	-8
40	COc1ccc(CCNc2c([N+](=O)[O-])ncn2C)cc1OC	-3	14	-2	i	2	16	-0.5	4	-7	-8
41	CCOC(=O)C1CCCN(C(=O)c2ccc(F)c(C)c2)CC1 (stereo not drawn)	2	-10	-2	i	0	15	-1.5	4	5	nt
42	c1ccc(-n2nnc3ccccc32)cc1	-2	5	-6	i	3	11	-1.4	0	-3	-12
43	NC(=O)CN1CCOCCOCCOCCOCCOCC1	-1	19	11	i	3	-7	1.4	1	1	2
44	C=CCn1c(=O)c2ccccc2n2c(SCC(=O)NCC)nnc12	-2	-1	-5	i	-3	-5	-0.8	2	-12	-4
45	O=C(CN1CCN(C(=O)C2CCCO2)CC1)Nc1cc(Cl)ccc1Cl (stereo not drawn)	3	-8	1	i	4	7	0.2	2	1	-5
46	CN1CCN(C(=O)c2ccc3c(c2)N(Cc2cccc(Cl)c2)C(=O)c2ccccc2S3(=O)=O)CC1	-1	2	-1	i	-1	8	0.8	-2	-1	3
47	O=C(/C=C/c1ccc(OCCCF)cc1)NCc1cccc(Cl)c1	3	11	6	i	-5	3	0.5	-3	1	-7
48	CN=C1S/C(=C\c2ccc(SC)cc2)C(=O)N1C	3	-3	3	i	-40	-26	-0.5	1	0	-3
49	S=c1[nH]nc(-c2ccncc2)n1/N=C/C(Cl)=C\c1ccccc1	-1	-15	-18	i	-1	16	0.1	6	19	-1
50	Cc1ccc(NC(=O)CN2CCc3cc4c(cc3C2)OCCCO4)cc1	1	3	0	i	-5	12	0.3	-6	-3	-4

# The list continues.
cpd	smiles	STEP inh	CendR NRP1 mod	MT1-MMP act inh	Rpn11 inh	SUMO1-SIM PPI	SKN-1 block	LMPTP block	DNMT1 block	NadD inh	Scp-1 inhibitor
51	O=C(NCc1ccco1)c1ccc(=O)oc1	-1	-3	-2	i	-1	-22	-2.7	2	-6	10
52	CCOc1ccc(-n2c(Cc3cc(=O)[nH]c(=O)[nH]3)nnc2SCc2cccnc2)cc1	-1	-5	-5	i	3	8	-0.7	-6	2	nt
53	COc1ccc(OC)c2[nH]c(=O)c(CCNC(=O)c3cc4ccccc4o3)cc12	4	8	-1	i	0	0	0.6	-7	-2	-7
54	CCOC(=O)C1CCN(C(=O)c2c(C)oc3c2C(=O)c2ccccc2C3=O)CC1	0	-1	3	i	-33	-15	-0.2	-14	2	-16
55	COc1cccc(NC(=O)C2CC(=O)OC23CCOC(C)(C)C3)c1 (stereo not drawn)	0	11	0	i	3	-10	-0.5	1	0	-12
56	N#CCC(=O)Nc1ccc(C(=O)N2CCN(S(=O)(=O)c3ccc4ccccc4c3)CC2)cc1	-1	-7	0	i	1	26	1.2	-11	18	-14
57	CC1CCN(CCC(=O)NN)CC1	-5	2	1	i	3	13	-0.9	11	-4	-7
58	COc1ccc(CCCNC(=O)C2CCC(=O)N(CCc3cccc(F)c3)C2)cc1 (stereo not drawn)	2	8	2	i	-1	-8	-0.2	0	3	-7
59	COc1cccc(-c2nc(N3CCCCC3)c3ccccc3n2)c1O	4	1	-3	i	5	2	6.4	18	0	-19
60	CCOC(=O)C1CCCN(S(=O)(=O)c2cccs2)C1 (stereo not drawn)	-3	-7	-1	i	1	9	-1.4	0	1	-3
61	CNC(=O)N(O)C1N(NC(=O)Nc2ccccc2)C(=S)SC1(C)C (stereo not drawn)	0	-10	3	i	1	-7	-1.1	1	-3	-12
62	Cc1cccc(N(C(=O)CNC(=O)c2cccs2)C(C(=O)NC2CCCC2)c2cccnc2)c1 (stereo not drawn)	-2	-11	1	i	-2	-13	0.3	5	2	1
63	Cc1ccc(NC(=O)CN2C(=O)S/C(=C/c3ccc(O)c([N+](=O)[O-])c3)C2=O)cc1C	24	-28	11	i	3	14	80*	-9	35*	76*
64	CC(=O)Nc1cc(-c2ccc(C(=O)N3CCOCC3)cc2)cn2c(-c3cccc(C(F)(F)F)c3)cnc12	4	1	-6	i	-24	-8	1.5	-3	-6	nt
65	O=C(NCCC(=O)N1CCN(c2ccccn2)CC1)c1ccc(Cl)cc1	-2	-2	0	i	0	-13	-0.2	4	0	-5

# Ordered by heavy-atom count (falling): some entries from above.
cpd	smiles	STEP inh	CendR NRP1 mod	MT1-MMP act inh	Rpn11 inh	SUMO1-SIM PPI	SKN-1 block	LMPTP block	DNMT1 block	NadD inh	Scp-1 inhibitor
62	Cc1cccc(N(C(=O)CNC(=O)c2cccs2)C(C(=O)NC2CCCC2)c2cccnc2)c1 (stereo not drawn)	-2	-11	1	i	-2	-13	0.3	5	2	1
53	COc1ccc(OC)c2[nH]c(=O)c(CCNC(=O)c3cc4ccccc4o3)cc12	4	8	-1	i	0	0	0.6	-7	-2	-7
55	COc1cccc(NC(=O)C2CC(=O)OC23CCOC(C)(C)C3)c1 (stereo not drawn)	0	11	0	i	3	-10	-0.5	1	0	-12

# Screening data deposited in PubChem by Sanford-Burnham Center for Chemical Genomics.
